RAD54 inh: RAD54 (human) branch migration inhibition | Q92698 | RAD54 Holliday junction branch migration, FAM/BHQ fluorescence | inhibition, % at 10.4 µM | hit rate 0.14% among 360,000 | AID 602329;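 active = mean normalized replicate activity at least 40 and at least half of replicates scoring 40 or more; inconclusive = only one of the two criteria met; inactive = mean below 40 and under half of replicates reaching 40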;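 also: 0% = median of neutral control wells and 100% = median of positive control wells; inhibitors cause a drop in the FAM fluorescence signal; in these data hits start at about 50%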
ERp5 block: blocks human ERp5 reductase activity on insulin; Q15084; inhibition, % at 9.99 µM; hit rate 0.05% among 350,000; ERp5 insulin aggregation, absorbance 650 nm, 90 min;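 active = mean replicate inhibition above about 25%, with every replicate also reaching it, limit read from the data, passing the limit was not always enough; inconclusive = only one of those two criteria met; inactive = neither criterion met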
RAD52 inh: RAD52 (human) annealing inhibition; inhibition, % at 18.7 µM; recombinant RAD52 DNA annealing, FRET fluorescence; hit rate 0.46% among 360,000; AID 651710; P43351;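 active = every replicate showing at least 50% inhibition; inconclusive = mean inhibition at least 50% but not in every replicate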
E-selectin induc: induces E-selectin expression in human endothelial cells. P16581. HUVEC E-selectin immunofluorescence imaging; normalized: neutral wells 0, TNF-alpha wells 100. activation, % at 7.58 µM. hit rate 0.37% among 260,000;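 active = mean E-selectin-positive cell signal at least 10% of the positive control, reached in at least 60% of replicates, without over 20% cell loss; inconclusive = no rule given, readout overlaps actives, possibly toxicity-flagged; inactive = the rest, including those meeting only one limit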;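 also: in these data hits start at about 27%; measured in HUVEC primary endothelial cells; signal is the percent of cells scored E-selectin positive by PE staining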
Target sequence (P16581 whole entry, looked up): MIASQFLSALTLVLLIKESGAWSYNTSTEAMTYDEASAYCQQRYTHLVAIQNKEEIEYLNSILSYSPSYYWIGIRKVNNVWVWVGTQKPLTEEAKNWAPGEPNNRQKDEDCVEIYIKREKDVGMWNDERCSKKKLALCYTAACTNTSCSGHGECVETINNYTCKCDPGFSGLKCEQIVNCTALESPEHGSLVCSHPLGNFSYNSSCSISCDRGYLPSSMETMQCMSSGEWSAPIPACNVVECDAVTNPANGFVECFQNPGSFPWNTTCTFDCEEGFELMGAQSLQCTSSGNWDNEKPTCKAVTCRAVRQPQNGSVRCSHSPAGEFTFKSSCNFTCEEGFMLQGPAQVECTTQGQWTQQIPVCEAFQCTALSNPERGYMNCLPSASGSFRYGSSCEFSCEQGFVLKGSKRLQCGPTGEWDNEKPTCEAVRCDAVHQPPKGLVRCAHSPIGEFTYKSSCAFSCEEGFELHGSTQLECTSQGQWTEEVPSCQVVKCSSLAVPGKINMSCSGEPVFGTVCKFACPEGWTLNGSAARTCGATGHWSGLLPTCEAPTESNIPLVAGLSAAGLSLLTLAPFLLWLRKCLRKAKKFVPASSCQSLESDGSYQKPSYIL
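System: HUVEC / Compound: single concentration / Signal: immunofluorescence imaging / Read-out: percent E-selectin-positive cells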
S100A4 MyoIIA: S100A4-myosin IIA interaction inhibition; P26447; S100A4/TAMRA-MyoIIA peptide fluorescence polarization; inhibition, % at 10.7 µM; hit rate 0.14% among 360,000; AID 652163;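 active = mean inhibition of at least 70% across replicates, with every replicate also reaching that level; inconclusive = mean inhibition reaches 70% but some replicates fall short; inactive = mean inhibition below 70%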
Target sequence (P26447 whole entry, looked up): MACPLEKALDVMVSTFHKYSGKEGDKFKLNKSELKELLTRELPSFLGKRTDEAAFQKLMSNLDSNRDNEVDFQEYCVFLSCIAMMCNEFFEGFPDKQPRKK
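incubation = readout 5 min after mixing, signal stable up to 60 min | system = S100A4 monomer protein | buffer or medium = HEPES pH 7.2 with CaCl2, KCl, NaCl, DTT, Triton | benchmarks = neutral control DMSO, positive control TFP | also added = fluorescent myosin IIA peptide, 5 nM | compound dosing = one concentration per compound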
ERAP1 inh: inhibitors of human ERAP1 aminopeptidase; recombinant ERAP1, Leu-AMC fluorescence, 60 min; inhibition, % at 10.7 µM; hit rate 0.15% among 340,000;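 active = mean replicate inhibition of at least 30%, or all replicates individually reaching that 30% level; inactive = mean below 30% and not every replicate reaching it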;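 also: 0% = neutral control wells and 100% = L-leucinethiol positive control wells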
XiGFP reactiv: X-chromosome reactivation activator; activation, % at 7.58 µM; AID 743238; XiGFP mouse fibroblasts, % GFP-positive cells imaging, 3 d; cells co-treated with 5-aza-dC sensitizer; scaled so ellipticine positive control = 100%; hit rate 0.055% among 360,000;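 active = mean normalized replicate activation at least 10% and every replicate at or above 10%; inconclusive = only one of the two criteria met; inactive = mean below 10% and not all replicates reach 10%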;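 also: 0% = median of on-plate neutral control wells and 100% = ellipticine 6 µM median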
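Schedule: 3 d treatment, 15 min room-temperature fixation; system: 68-5-11 XiGFP fibroblast line; buffer or medium: DMEM plus 5-aza-dC sensitizer; control set: ellipticine 6 µM positive control; compound: one concentration, pinned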
esBAF inh: SWI/SNF esBAF complex inhibition | AID 602393 | mouse ES cells, Bmi1-luciferase knock-in reporter, 24 h; 100% = twice the neutral-well signal | hit rate 2% among 350,000 | reporter increase, % at 12.5 µM; in the data active = activation above about 40%; inconclusive = no clear call, values can overlap the other calls;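 also: 0% = median of the plate's neutral control wells and 100% = double that signal; a rise in the Bmi1 reporter signal indicates esBAF inhibition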
Starred values were filed as active, the others as inactive; & = joins results of further samples.

Results for C[C@@H]1CN([C@H](C)CO)C(=O)c2c(c3ccccc3n2C)-c2ccccc2CO[C@@H]1CN(C)C(=O)[C@H]1CCCN1C ?
RAD54 inh: 6; ERp5 block: -1; RAD52 inh: -5; E-selectin induc: 6.9; S100A4 MyoIIA: -2; ERAP1 inh: 1; XiGFP reactiv: 0.3; esBAF inh: 2

What do the screens show for `Cc1cccc(-c2ccc([C@@H]3[C@H](CO)N4CCCCN(C(=O)c5ccc6c(c5)OCO6)C[C@@H]34)cc2)c1`?
RAD54 inh: 9; ERp5 block: 0; RAD52 inh: 6; E-selectin induc: -0.7; S100A4 MyoIIA: 22; ERAP1 inh: -1; XiGFP reactiv: -0.1; esBAF inh: 4

How did C[C@@H]1CCCCO[C@H](CN(C)Cc2ccc(Cl)c(Cl)c2)[C@H](C)CN([C@@H](C)CO)C(=O)c2cc(NC(=O)Cc3ccccc3)ccc2O1 do in these assays?
RAD54 inh: 4; ERp5 block: 0; RAD52 inh: 9; E-selectin induc: 0.1; S100A4 MyoIIA: 5; ERAP1 inh: -3; XiGFP reactiv: -0.3; esBAF inh: 3

What do the screens show for `COc1ccc(S(=O)(=O)N(C)C[C@@H]2OCc3cn(nn3)CCCC(=O)N([C@@H](C)CO)C[C@@H]2C)cc1`?
RAD54 inh: 19; ERp5 block: 1; RAD52 inh: 3; E-selectin induc: -0.3; S100A4 MyoIIA: 39; ERAP1 inh: -2; XiGFP reactiv: inconclusive; esBAF inh: -5

How did OC[C@@H]1[C@@H](c2ccccc2)C2(CN(CC3CCOCC3)C2)N1Cc1cncnc1 do in these assays?
ERp5 block: -3; RAD52 inh: 2; E-selectin induc: 0.0; S100A4 MyoIIA: -1; ERAP1 inh: 1; XiGFP reactiv: 0.0

What do the screens show for `COc1ccc(CC(=O)OC(C)C(=O)Nc2c(C)n(C)n(-c3ccccc3)c2=O)cc1OC` (configuration not stated)?
RAD54 inh: 7; ERp5 block: 2; RAD52 inh: -8; S100A4 MyoIIA: 0; ERAP1 inh: 1; XiGFP reactiv: -0.5; esBAF inh: 1

How did c1ccc2c(N3CCCCC3)nc(N3CCOCC3)nc2c1 do in these assays?
ERp5 block: 2; RAD52 inh: -10; E-selectin induc: 0.5; S100A4 MyoIIA: 1; ERAP1 inh: 9; XiGFP reactiv: 0.1

Results for Cc1csc(SCC(=O)N(C)CC(=O)Nc2ccccc2Cl)n1 ?
ERp5 block: -20; RAD52 inh: 8; E-selectin induc: -0.1; S100A4 MyoIIA: -1; ERAP1 inh: -1; XiGFP reactiv: 0.0; esBAF inh: 1

Results for COc1ccc(NC2CC(=O)N(c3cccc([N+](=O)[O-])c3)C2=O)cc1 (configuration not stated) ?
ERp5 block: -5; RAD52 inh: 8; S100A4 MyoIIA: 5; ERAP1 inh: -1; XiGFP reactiv: 0.1; esBAF inh: 0

How did O=C(NCCc1c[nH]c2ccccc12)c1cc(Cl)c2c(c1)OCO2 do in these assays?
RAD54 inh: 1; ERp5 block: 4; RAD52 inh: -13; E-selectin induc: 0.6; S100A4 MyoIIA: -2; ERAP1 inh: -2; XiGFP reactiv: 0.6; esBAF inh: 47*

What do the screens show for `O=C(CN1CCCCC1)Nc1ccc(S(=O)(=O)c2ccc(NC(=O)CN3CCCCC3)cc2)cc1`?
RAD54 inh: 4; ERp5 block: 8; RAD52 inh: -6; E-selectin induc: 0.2; S100A4 MyoIIA: -2; ERAP1 inh: -4; XiGFP reactiv: 0.5

How did Cc1ccc(C2(C)NC(=O)N(CC(=O)N3CCN(S(=O)(=O)c4cccc([N+](=O)[O-])c4)CC3)C2=O)cc1 (configuration not stated) do in these assays?
RAD54 inh: 7; ERp5 block: -4; RAD52 inh: -17; E-selectin induc: -0.3; S100A4 MyoIIA: -8; ERAP1 inh: -4; XiGFP reactiv: 0.5; esBAF inh: 0

Results for CN(CC(=O)NCCc1ccccc1)CC(=O)Nc1cccc(F)c1 ?
RAD54 inh: 3; ERp5 block: -3; RAD52 inh: -10; E-selectin induc: -0.4; S100A4 MyoIIA: -4; ERAP1 inh: 0; XiGFP reactiv: 0.0; esBAF inh: 25

What do the screens show for `CC(=O)N1c2c(cc(Br)cc2S(=O)(=O)N2CCCCC2)CC1C` (configuration not stated)?
RAD54 inh: -5; ERp5 block: inconclusive; RAD52 inh: -8; E-selectin induc: 0.5; S100A4 MyoIIA: -2; ERAP1 inh: 1; XiGFP reactiv: 0.1; esBAF inh: 8

Results for C[C@@H]1CN([C@@H](C)CO)C(=O)Cc2cc(NC(=O)Cc3cn(C)c4ccccc34)ccc2O[C@@H]1CN(C)Cc1ccc(Cl)c(Cl)c1 ?
RAD54 inh: 2; ERp5 block: -1; RAD52 inh: -7; E-selectin induc: 0.9; S100A4 MyoIIA: -6; ERAP1 inh: 1; XiGFP reactiv: -0.1; esBAF inh: -2

How did C[C@H](CO)N1C[C@H](C)[C@@H](CN(C)CC2CC2)Oc2ccc(NC(=O)Cc3ccccc3)cc2C1=O do in these assays?
ERp5 block: -5; RAD52 inh: 3; E-selectin induc: 0.9; S100A4 MyoIIA: -2; ERAP1 inh: -1; XiGFP reactiv: 0.3

What do the screens show for `O=C(CSc1ncc(C(F)(F)F)cc1Cl)N1CCN(S(=O)(=O)c2ccc(Cl)cc2)CC1`?
RAD54 inh: 6; ERp5 block: 0; RAD52 inh: -7; S100A4 MyoIIA: -2; ERAP1 inh: -1; esBAF inh: 2

What do the screens show for `CCOc1cc(Br)c(C=O)cc1OCC`?
ERp5 block: -1; RAD52 inh: -9; E-selectin induc: 0.4; S100A4 MyoIIA: -12; ERAP1 inh: -3; XiGFP reactiv: 1.1

Results for Cc1nc(Cc2nnc(SCC(=O)N3CCN(c4ccc(F)cc4)CC3)o2)cs1 ?
RAD54 inh: -1; ERp5 block: 3; RAD52 inh: -6; S100A4 MyoIIA: 14; ERAP1 inh: 2; XiGFP reactiv: -0.1; esBAF inh: 0

How did O=C(N[C@H]1CC[C@@H](CCNS(=O)(=O)c2ccc(Cl)cc2)O[C@H]1CO)c1ccccn1 do in these assays?
RAD54 inh: -3; ERp5 block: 1; RAD52 inh: -13; E-selectin induc: -0.2; S100A4 MyoIIA: 13; ERAP1 inh: -1; XiGFP reactiv: 0.1; esBAF inh: 5

How did C[C@H]1CN([C@@H](C)CO)C(=O)Cc2cc(NS(=O)(=O)c3ccccc3)ccc2O[C@@H]1CN(C)C do in these assays?
RAD54 inh: 8; ERp5 block: 2; RAD52 inh: 7; E-selectin induc: 2.1; S100A4 MyoIIA: 0; ERAP1 inh: 0; XiGFP reactiv: 0.0; esBAF inh: -2

How did COc1ccc(NS(=O)(=O)c2cccc(C(=O)NCc3ccccc3CN3CCOCC3)c2)cc1 do in these assays?
RAD54 inh: 6; ERp5 block: 4; RAD52 inh: -11; S100A4 MyoIIA: -12; ERAP1 inh: -4; XiGFP reactiv: 0.0; esBAF inh: 4

What do the screens show for `O=C(CCNC(=O)C1CCN(S(=O)(=O)c2ccc(F)cc2)CC1)NCc1cccc(Cl)c1`?
RAD54 inh: -6; ERp5 block: -1; RAD52 inh: -2; S100A4 MyoIIA: -6; ERAP1 inh: 1; XiGFP reactiv: 0.0; esBAF inh: 3

Results for C[C@H](CO)N1C[C@H](C)[C@@H](CN(C)Cc2ccc(-c3ccccc3)cc2)Oc2ccc(NC(=O)Nc3ccc4c(c3)OCO4)cc2CC1=O ?
RAD54 inh: 7; ERp5 block: -2; RAD52 inh: -2; S100A4 MyoIIA: 8; ERAP1 inh: -1; XiGFP reactiv: 0.1; esBAF inh: -9

What do the screens show for `CC(C)(C)c1ccc2c(c1)N(CC(=O)N1CCCC1)C(=O)CO2`?
RAD54 inh: -12; ERp5 block: 0; RAD52 inh: 2; S100A4 MyoIIA: 1; ERAP1 inh: -3; XiGFP reactiv: 0.0; esBAF inh: 0

How did C[C@@H]1CN([C@@H](C)CO)C(=O)c2cccc(NC(=O)Nc3ccc4c(c3)OCO4)c2O[C@@H]1CN(C)Cc1ccc(C(F)(F)F)cc1 do in these assays?
RAD54 inh: -3; ERp5 block: 1; RAD52 inh: 8; E-selectin induc: 0.6; S100A4 MyoIIA: 0; ERAP1 inh: 1; XiGFP reactiv: 0.1; esBAF inh: -5

What do the screens show for `C[C@H](CO)N1C[C@H](C)[C@@H](CN(C)C)Oc2ncc(C#Cc3ccccc3F)cc2C1=O`?
RAD54 inh: 9; ERp5 block: 1; RAD52 inh: 39; E-selectin induc: 0.0; S100A4 MyoIIA: 12; ERAP1 inh: -2; XiGFP reactiv: 0.3; esBAF inh: 2

What do the screens show for `COCC(=O)Nc1ccc2c(c1)C(=O)N(C)[C@H]1CC[C@@H](CC(=O)NCC(F)(F)F)O[C@H]1CO2`?
RAD54 inh: 2; ERp5 block: 2; RAD52 inh: -7; E-selectin induc: -0.1; S100A4 MyoIIA: 8; ERAP1 inh: 1; XiGFP reactiv: 0.3; esBAF inh: -3

How did CC(CN1c2ccccc2Sc2ccccc21)N(C)C (configuration not stated) do in these assays?
RAD54 inh: 4; ERp5 block: -2; RAD52 inh: -7; E-selectin induc: -0.2; S100A4 MyoIIA: -5&-9; ERAP1 inh: 4; XiGFP reactiv: 0.0; esBAF inh: -2

Results for CCC(CC)C(=O)N(C)c1c(C)nc2c(OCc3ccc(C(F)(F)F)cc3)cccn12 ?
RAD54 inh: 0; ERp5 block: -2; RAD52 inh: -11; E-selectin induc: -0.3; S100A4 MyoIIA: -2; ERAP1 inh: 7; XiGFP reactiv: 0.0; esBAF inh: -1

What do the screens show for `O=C(C[C@H]1C[C@H]2c3cc(NC(=O)c4cccnc4)ccc3O[C@H]2[C@H](CO)O1)NC1CCCC1`?
ERp5 block: -6; RAD52 inh: 2; E-selectin induc: -0.1; S100A4 MyoIIA: 2; ERAP1 inh: -1; XiGFP reactiv: 0.1

What do the screens show for `CC(C)C[C@@H](CNCC(=O)[C@H](Cc1c[nH]c2ccccc12)NC(=O)c1[nH]cnc1C(=O)N[C@@H](C)CN)NC(=O)c1nc[nH]c1C(=O)N[C@@H](C)C(=O)O`?
RAD54 inh: -7; ERp5 block: 5; RAD52 inh: -6; E-selectin induc: -0.1; S100A4 MyoIIA: 19; ERAP1 inh: 13; XiGFP reactiv: -0.2; esBAF inh: 6

Results for N=c1ccn(Cc2c(Cl)cccc2Cl)cc1 ?
ERp5 block: -4; RAD52 inh: 5; S100A4 MyoIIA: -3; ERAP1 inh: -5; XiGFP reactiv: 0.0

How did N#CCCN(Cc1cccnc1)C(=S)NC(=O)c1ccco1 do in these assays?
ERp5 block: -15; RAD52 inh: -8; E-selectin induc: 0.8; S100A4 MyoIIA: -2; ERAP1 inh: -1; XiGFP reactiv: 0.0

What do the screens show for `CC(C)CN(CCCNC(=O)CN1C(=O)COc2ccc(S(=O)(=O)N3CCOCC3)cc21)CC(C)C`?
ERp5 block: 7; RAD52 inh: -13; E-selectin induc: 1.2; S100A4 MyoIIA: 0; ERAP1 inh: -3; XiGFP reactiv: 0.2; esBAF inh: 0
